Source: PubChem
ELG1 genotox – qHTS screen for small molecules that induce genotoxicity in human embryonic kidney (HEK293T) cells expressing luciferase-tagged ELG1; HEK293T ELG1-luciferase reporter, luminescence, 16 h; Potency, µM (top dose mostly 46 µM), without a hit: top-dose activity change, positive = activation, usual class: activators; 330,000 tested, 1.3% active; AID 504466, 2011; further: % of control where 0% means no effect; nearly all actives have a fitted effect of over 60% in size
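HEK293T cells expressing luciferase-tagged ELG1 were exposed to compound or DMSO vehicle for 16 hr at 37 °C and 5% CO2. Luciferase activity was then measured with ONE-Glo after 30 min at room temperature.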
Gal4-VP16 FLuc – VP16 counterscreen qHTS for inhibitors of ROR gamma transcriptional activity | AID 2546, 2010 | Potency, µM (highest dose often 53.6 µM), for the others: top-dose activity, negative = inhibition, usual class: inhibitors | Drosophila S2 Gal4-VP16 UAS-luciferase, luminescence, 20 h | 310,000 tested, 3.5% active;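 further: Gal4-VP16 expression switched on by copper sulfate through the metallothionein promoter; on the % scale 0 is the no-effect control and ±100 the full control effect; nearly all actives have a fitted effect of over 50% in size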
BRCA1 expr up – qHTS Assay to Identify Small Molecule Activators of BRCA1 Expression; Potency, µM (series often up to 46.1 µM), for inactives: at the top dose activation, most hits filed as activators; AID 624202, 2012; MCF7-BRCA1-FFLuc reporter, luminescence, 48 h; response scale: scaled: vehicle 0%, 10 µM genistein 100%; 380,000 tested, 1.1% active; further: nearly all actives have a fitted effect of over 80% in size; some results filed as inactive show a strong effect at the top dose
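Quantitative HTS in MCF7 cells stably reporting BRCA1 expression via firefly luciferase. Compound treatment lasts 48 h at 37 °C in phenol-red free MEM. Activation is expressed relative to genistein at 10 microM and DMSO.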
RORgamma inh – qHTS for inhibitors of ROR gamma transcriptional activity | Nuclear receptor ROR-gamma (Mus musculus), P51450 | Drosophila S2 Gal4-RORgamma UAS-luciferase reporter, 20 h | Potency, µM (series often up to 53.6 µM), inactives show at the highest dose activity change, negative = inhibition, usual class: inhibitors | 310,000 tested, 5.4% active | AID 2551, 2010; further: on the % scale 0 is the no-effect control and ±100 the full control effect; nearly all actives have a fitted effect of over 60% in size
Target sequence (P51450 whole entry, looked up, the tested form may be a part): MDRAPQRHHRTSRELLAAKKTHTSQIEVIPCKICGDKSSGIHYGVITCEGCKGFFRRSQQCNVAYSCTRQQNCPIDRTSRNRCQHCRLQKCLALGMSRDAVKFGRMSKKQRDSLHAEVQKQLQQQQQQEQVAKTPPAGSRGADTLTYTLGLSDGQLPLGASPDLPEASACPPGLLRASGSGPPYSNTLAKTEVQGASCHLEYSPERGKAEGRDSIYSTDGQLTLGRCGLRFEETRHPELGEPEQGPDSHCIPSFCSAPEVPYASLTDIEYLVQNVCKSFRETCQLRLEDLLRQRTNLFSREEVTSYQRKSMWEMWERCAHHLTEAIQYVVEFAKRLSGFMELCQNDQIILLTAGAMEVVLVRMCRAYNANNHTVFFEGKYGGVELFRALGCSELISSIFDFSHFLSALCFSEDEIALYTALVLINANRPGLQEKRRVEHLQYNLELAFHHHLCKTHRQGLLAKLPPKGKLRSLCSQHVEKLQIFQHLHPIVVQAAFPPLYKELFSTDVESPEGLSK
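Luminescence from a UAS-regulated Photinus luciferase reporter in stably transfected Drosophila Schneider cells is measured; decreased signal marks ROR gamma inhibition. Fusion expression is induced by 700 uM copper sulfate for 20 hr.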
uPA generation – qHTS for Inhibitors of Cell Surface uPA Generation; 330,000 tested, 0.31% active; Potency, µM (titrated, usually from 38.3 µM), for inactives: at the highest dose activity change, negative = inhibition, usual class: inhibitors; cell surface uPA generation assay, qHTS; AID 540303, 2011; active means well fitted inhibition curve with a large enough effect; inconclusive means small, poorly fitted or top-dose-only effect; inactive means no such curve, though single readings can be large or run the other way; tested in mouse RAW 264.7 cells; further: on the % scale 0 is the no-effect control and ±100 the full control effect; nearly all actives have a fitted effect of over 55% in size
NPC1 promoter act – qHTS Assay for NPC1 Promoter Activators; Huh7 NPC1 promoter luciferase reporter, 24 h; Potency, µM (top dose mostly 9.22 µM), for inactives: at the top dose activation, hits mostly activators; 320,000 tested, 2.4% active; AID 485313, 2010;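 further: % of control where 0% means no effect; nearly all actives have a fitted effect of over 60% in size; reporter is driven by a mutant NPC1 promoter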
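Stable NPC1-promoter luciferase Huh7 line; cpd (DMSO) 24 h, 37 °C, 5% CO2; Amplite luciferase reagent 10 min RT; luminescence readout. qHTS format.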
Rab9 promoter act – qHTS Assay for Rab9 Promoter Activators; 320,000 tested, 2.8% active; Huh7 Rab9 promoter-luciferase reporter, luminescence, 24 h; Potency, µM (series often up to 9.22 µM), for the others: at the highest dose activation, negative = inhibition, actives largely listed as activators; further: % of control where 0% means no effect; nearly all actives have a fitted effect of over 60% in size
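Huh7 reporter line, Rab9 promoter upstream of luciferase. Compound exposure 24 h at 37 °C in reduced-serum medium with 10% FBS. Read-out: luminescence.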
MBNL1 CUG block – qHTS Assay for Inhibitors of MBNL1-poly(CUG) RNA binding | TR-FRET MBNL1-His/biotin-(CUG)12 binding, 665/545 ratio | Potency, µM (doses to about 57.5 µM), for the others: at the highest dose activity change, negative = inhibition, usual class: inhibitors | 280,000 tested, 0.036% active; active means well fitted inhibition curve with a large enough effect in the signal ratio, with a control signal flat, not every such curve was filed as active; inconclusive means small, poorly fitted or top-dose-only effect, or effect the other way, or a change in a side signal; inactive means no such curve, though single readings can be large or run the other way; the % refers to the signal ratio; further: on the % scale 0 is the no-effect control and ±100 the full control effect
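Compounds (final 92 nM to 58 uM) are added to His-tagged MBNL1 and biotin-(CUG)12, then terbium anti-His antibody and streptavidin-XL665 (5 nM final). After 60 min at room temperature, the 665/545 nm ratio is read.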
FLuc counter – qHTS profiling assay for firefly luciferase inhibitor/activator using purifed enzyme and Km concentrations of substrates (counterscreen for miR-21 project) | purified FLuc, Km substrates, luminescence inhibition | Potency, µM (highest dose often 57.5 µM), inactives show top-dose activity change, negative = inhibition, hits mostly inhibitors | 360,000 tested, 6.9% active;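 further: plate controls were vehicle for no effect and reference inhibitor for full effect; nearly all actives have a fitted effect of over 55% in size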
Target sequence (P08659 whole entry, looked up): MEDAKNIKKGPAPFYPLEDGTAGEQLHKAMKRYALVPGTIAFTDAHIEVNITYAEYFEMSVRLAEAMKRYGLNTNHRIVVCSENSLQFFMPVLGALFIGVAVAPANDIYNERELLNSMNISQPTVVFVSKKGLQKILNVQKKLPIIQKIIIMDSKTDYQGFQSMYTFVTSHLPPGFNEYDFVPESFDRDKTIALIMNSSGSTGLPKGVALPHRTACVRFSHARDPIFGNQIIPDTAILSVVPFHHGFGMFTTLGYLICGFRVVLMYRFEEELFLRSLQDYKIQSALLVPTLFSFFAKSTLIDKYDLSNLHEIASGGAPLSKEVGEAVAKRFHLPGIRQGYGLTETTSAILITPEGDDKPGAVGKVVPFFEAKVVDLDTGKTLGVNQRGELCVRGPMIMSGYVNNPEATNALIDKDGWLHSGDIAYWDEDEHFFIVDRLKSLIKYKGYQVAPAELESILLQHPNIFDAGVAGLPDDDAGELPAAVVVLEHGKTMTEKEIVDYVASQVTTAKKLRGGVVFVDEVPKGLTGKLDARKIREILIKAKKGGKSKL
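Biochemical qHTS of compounds, final roughly 60 µM downward over six points, against 10 nM purified firefly luciferase using Km concentrations of substrates (10 uM D-luciferin, 10 uM ATP) in Tris acetate pH 7.5 buffer; luminescence output.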
p53 reactivator – qHTS assay for re-activators of p53 using a Luc reporter | 320,000 tested, 0.063% active | H1299 p53-A138V BP100-luciferase reporter, luminescence, 24 h | Potency, µM (doses to about 92.2 µM), inactives show at the top dose activity change, positive = activation, most hits filed as activators | AID 504706, 2011; further: % of control where 0% means no effect; nearly all actives have a fitted effect of over 45% in size
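p53-null H1299 cells stably carrying temperature-sensitive p53-A138V and a BP100-luciferase reporter were pinned with compounds (4-point, 1:5 series) and held 24 hrs at 37 deg C. Luminescence was read 10 min after detection reagent.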
Active calls of the source: *; ? = inconclusive; . = no result given; [ ] = another dose, or the depositor's remark. Unless noted, the call rests on the fitted dose curve; in most records, active means well fitted curve in the direction sought with a large enough effect; inconclusive means small, poorly fitted or top-dose-only effect, or another doubt; inactive means no such curve, though single readings can be large; an effect the other way counts as inactive or inconclusive. Potency means the concentration at half of the fitted maximal effect.

SMILES | ELG1 genotox | Gal4-VP16 FLuc | BRCA1 expr up | RORgamma inh | uPA generation | NPC1 promoter act | Rab9 promoter act | MBNL1 CUG block | FLuc counter | p53 reactivator
O=C(Nc1ccccc1)Nc1ccc(-n2ccc(C(F)(F)F)n2)cc1 | ? | -5% | 3.5µM* | 23% | ? | 2.8µM* | 1.8µM* | . | 4.3µM* | ?
Cn1c(SCC(N)=O)nnc1C1CCN(S(=O)(=O)c2ccccc2C(F)(F)F)CC1 | -11% | 1% | -2% | 12% | 3% | 0% | 0% | -5% | -1% | 7%
CCOCCCNC(=O)c1ccc2c(=O)n(Cc3ccc(OC)cc3)c(=O)[nH]c2c1 | 10% | -1% | -1% | -4% | 5% | -3% | -1% | . | -3% | -3%
Cc1cc(C)nc(/N=C(\N)Nc2cccc(OCc3ccccc3)c2)n1 | -4% | -21% | -79% | -37% | 7.1µM* | -7% | -18% | 2% | 1% | 4%
COc1cccc(OC)c1C1=NC(C)(C)CO1 | 2% | 0% | -14% | -24% | 7% | -1% | -5% | -5% | 0% | -2%
S=C(Nc1ccc2snnc2c1)N1CCN(c2ccccn2)CC1 | 5% | 5% | 22% | -20% | -2% | 15% | 3% | -2% | 4% | 12%
CC(=O)Oc1ccc(C(=O)c2ccccc2)c(OC(C)=O)c1 | -10% | 5% | 21% | -17% | -6% | 1% | -7% | -9% | 2% | 3%
CC(=O)Nc1ccc(S(=O)(=O)NCCOc2ccc(Cl)cc2C)cc1 | 0% | 5µM* | -1% | ? | -3% | -9% | -10% | 17% | -19% | -1%
COc1ccccc1OCC(=O)Nc1ccc2c(c1)C(=O)N(CC1CCCO1)C2=O (stereo not given) | -5% | 4% | 4% | 15% | 6% | -1% | -4% | ? | -5% | -2%
Cc1cccc(OCC(=O)Nc2ccc(S(=O)(=O)Nc3cc(C)nc(C)n3)cc2)c1 | 4% | -4% | -3% | 16% | 5% | 1% | 10% | -12% | ? | -1%
COc1cc(/C=C(/C#N)c2nc3ccccc3[nH]2)ccc1OCc1ccc(C(=O)O)o1 | 1% | -4% | 16% | 14% | -2% | 2% | . | ? | ? | -1%
NC(=O)c1nsc(C(=O)N(CC(=O)NCc2ccccc2)c2ccc(F)cc2)c1N | -13% | -8% | -35% | ? | -3% | -1% | 0% | 25% | -2% | 7%
CCCOc1ccc(-c2nnc(-c3ccco3)o2)cc1 | ? | ? | -33% | 4.5µM* | -5% | 0.5µM* | 0.45µM* | 12% | 0.76µM* | ?
CCOc1cccc2cc(C(=O)Oc3ccc(OC)cc3)c(=O)oc12 | 1% | ? | -1% | -12% | -5% | -2% | -2% | ? | ? | .
O=[N+]([O-])c1cc(CN2CCN(c3ccccc3)CC2)c(O)c2ncccc12 | 3% | -87% | -63% | 0.11µM* | -15% | -13% | -48%[inhibitor] | 14% | 3% | 11%
COc1ccc(NC(=O)CN(C)C(=O)CCSc2ccc(F)cc2)cc1 | -2% | . | -2% | . | 5% | -3% | -2% | . | 3% | 1%
[O-]/C(=C(\C(=S)Nc1cccc2ccccc12)[n+]1ccccc1)c1ccc(Cl)s1 | 0% | ? | -57% | 20µM* | -4% | -1% | 2% | -1% | 2% | 1%
O=C(CCn1c(=O)c2sccc2n(CC(=O)OCc2ccccc2)c1=O)NCc1ccccc1 | -12% | 0% | -1% | 13% | 1% | -1% | -3% | -8% | -1% | 4%
CCOC(=O)c1c(NC(C)=O)sc2c1CCC(C=O)=C2Sc1ccccc1 | -1% | ? | -59% | ? | ? | -1% | -3% | ? | -3% | -12%
CC(C)OC(=O)c1ccc(N)cc1 | 0% | 7% | -4% | 11% | 1% | 0% | 1% | 21% | -1% | 8%
O=C(CSCc1ccccc1)N1CCc2ccccc21 | 2.6µM* | -18% | ? | 0% | -1% | 2.2µM* | 1.8µM* | -1% | 2.4µM* | ?
COc1cccc(C(=O)N2CCN(c3ccccn3)CC2)c1 | -3% | 3% | -2% | -9%[1.91 µM] | -2% | -3% | -2% | -8% | -1% | .
COc1cccc(-n2nnc3c(=O)n(Cc4ccc(Cl)cc4)cnc32)c1 | -1% | 3% | 34% | 5% | . | 3% | -5% | -10% | -15% | -6%
NC(=S)N/N=C/c1cc([N+](=O)[O-])ccc1OCCOc1ccccc1 | 8% | -12% | -19% | -32% | 8% | -1% | 4% | -3% | 4% | 3%
Cc1nnc(N2C(=O)C(O)=C(C(=O)c3ccco3)C2c2cccc([N+](=O)[O-])c2)s1 (stereo not given) | 9% | -3% | -7% | -5% | -5% | 3% | -2% | 1% | 1% | 1%

Printed as active in BRCA1 expr up, of those listed so far:
canonical_smiles	BRCA1 expr up	RORgamma inh	uPA generation	NPC1 promoter act	Rab9 promoter act	MBNL1 CUG block	p53 reactivator
O=C(Nc1ccccc1)Nc1ccc(-n2ccc(C(F)(F)F)n2)cc1	3.5µM*	23%	?	2.8µM*	1.8µM*	.	?

The results go on.
SMILES | ELG1 genotox | Gal4-VP16 FLuc | BRCA1 expr up | RORgamma inh | uPA generation | NPC1 promoter act | Rab9 promoter act | MBNL1 CUG block | FLuc counter | p53 reactivator
O=C(Nc1ccc2[nH]ccc2c1)c1ccccc1 | ? | ? | 0% | ? | -8% | 0.56µM* | 1.4µM* | 5% | 3.4µM* | 21%
CNS(=O)(=O)c1cc(OCC(N)=O)c(C)cc1Cl | 2% | -3% | 19% | 1% | 7% | 3% | 0% | -4% | 3% | -1%
CC(=O)c1cccc(NC(=O)c2ccco2)c1 | 3% | -2% | -14% | 19% | 0% | 2% | 0% | 2% | 0% | -1%
Cc1cc(C(=O)OCC(=O)N2CCCC2)c2ccccc2n1 | 2% | 2% | -1% | 23% | . | 0% | 8% | ? | 2% | -5%
Cc1cc(C)n2nc(C(=O)OCC(=O)c3ccc(F)cc3)nc2n1 | 8% | . | 4% | . | -8% | 5% | 11% | . | ? | 20%
COc1ccc(-n2c(COc3ccc(C)cc3)nnc2SCC(N)=O)cc1 | 1% | -9% | 10% | 11µM* | 3% | -1% | 1% | -9% | -1% | -15%
O=C(Cn1c(=O)oc2cc(S(=O)(=O)N3CCCCC3)ccc21)N1CCc2ccccc21 | -2% | 2% | -8% | -16% | -1% | -2% | -3% | -7% | 0% | -3%
Cc1cccc(S(=O)(=O)NCC2CCCO2)c1 (stereo not given) | -6% | 2% | 8% | 43% | 0% | 0% | -4% | -6% | 1% | 7%
CCOC(=O)/C=C1\NC(=O)C(C)S1 (stereo not given) | 7% | -1% | 16% | -5% | 1% | -3% | -3% | -5% | -2% | -4%
O=C(CCCOc1ccc(Cl)cc1)NCCc1ccccc1 | -4% | -5% | 1% | 1% | 2% | 4% | 10% | 2% | -2% | 5%
CC(=O)c1cccc(NC(=O)N2CCCC2C(=O)NCc2ccc(F)cc2)c1 (stereo not given) | -1% | -5% | 15% | 0% | -2% | 4% | -7% | 12% | 1% | -3%
CCOC(=O)c1ccc(NC(=O)CN2C(=O)NC3(CCC(C)CC3)C2=O)cc1 (stereo not given) | -7% | 5% | -2% | 36% | -4% | -6% | -14% | 2% | 4% | 16%
COc1cc(OC)cc(C(=O)NC(C(=O)Nc2ccc(N3CCOCC3)cc2)C(C)C)c1 (stereo not given) | -1% | . | -2% | . | 6% | -3% | -1% | . | -2% | -5%
CC(=O)Nc1ccccc1NC(=O)c1cc(C)ccc1C | -2% | 2%[10 µM] | 0% | 3% | -2% | -3% | -5% | 4% | 7% | -5%
CCOC(=O)C1CCCN(C(=O)c2ccc3c(=O)n(CCOC)c(=S)[nH]c3c2)C1 (stereo not given) | -6% | -12% | -56% | -35% | 8% | 2% | -4% | -10% | -3% | -11%
O=C(CNC(=O)c1ccco1)OCc1ccc(Br)cc1 | 4% | 3% | -1% | -6% | 0% | -2% | -2% | -5% | -19% | -6%
COc1ccc(NC(=O)CC(c2ccc(F)cc2)c2ccc(OC)cc2)cc1 (stereo not given) | -2% | -4% | 6% | 30% | 5% | -4% | -6% | -5% | 0% | -2%
COCCNC(=O)C(c1cccs1)N(C(=O)Cn1nnc2ccccc21)c1cccc(C)c1 (stereo not given) | 0% | -15% | -5% | 5% | 2% | 0% | -2% | 1% | 1% | 0%
CCc1c(C)sc(NC(=O)CCc2ccc(OC)cc2)c1C(N)=O | -8% | 14% | -27% | 26% | 6% | -1% | 11% | -7% | -1% | -1%
O=C(O)c1cccc(-c2noc(-c3cccc(Cl)c3)n2)c1 | ? | . | -9% | . | ? | 0.089µM* | ? | . | 0.019µM* | 44%
Cc1ccc(C)c(C(=O)CN2C(=O)NC3(CCC(C)CC3)C2=O)c1 (stereo not given) | -1% | -10% | -28% | -1% | -4% | 0% | -1% | -3% | 0% | -3%
CC(=O)c1cccc(N(CC(=O)N2CCCCC2)S(C)(=O)=O)c1 | 1% | -1% | 2% | 6% | . | -2% | -11% | 14% | 0% | -3%
O=C(COC(=O)c1ccc(Cl)nc1)Nc1cc(S(=O)(=O)N2CCCCC2)ccc1Cl | 0% | 1% | -6% | 12% | 1% | -3% | 2% | 1% | -19% | -3%
